From PubChem
L major viab – Leishmania major promastigote growth inhibition, primary screen; AID 1063, 2008; inhibition, % at 10 µM; Leishmania major promastigotes, resazurin fluorescence viability; 9% of 200,000 active; in the data active = inhibition above about 50%;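 also: promastigotes grown with compound for 44 hours at 28 °C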
TNAP act hiacc – TNAP activators at high phosphate acceptor level, primary screen, biochemical, luminescence, uHTS | activation factor at 20 µM | 200,000 tested, under 10 active | purified TNAP, CDP-star luminescence, 1 M DEA, 30 min; hits give high values; 0 = EDTA background, 1 = DMSO-only activity;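 active = activation factor at least 2 at 20 µM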
Target sequence (P05186 whole entry, looked up): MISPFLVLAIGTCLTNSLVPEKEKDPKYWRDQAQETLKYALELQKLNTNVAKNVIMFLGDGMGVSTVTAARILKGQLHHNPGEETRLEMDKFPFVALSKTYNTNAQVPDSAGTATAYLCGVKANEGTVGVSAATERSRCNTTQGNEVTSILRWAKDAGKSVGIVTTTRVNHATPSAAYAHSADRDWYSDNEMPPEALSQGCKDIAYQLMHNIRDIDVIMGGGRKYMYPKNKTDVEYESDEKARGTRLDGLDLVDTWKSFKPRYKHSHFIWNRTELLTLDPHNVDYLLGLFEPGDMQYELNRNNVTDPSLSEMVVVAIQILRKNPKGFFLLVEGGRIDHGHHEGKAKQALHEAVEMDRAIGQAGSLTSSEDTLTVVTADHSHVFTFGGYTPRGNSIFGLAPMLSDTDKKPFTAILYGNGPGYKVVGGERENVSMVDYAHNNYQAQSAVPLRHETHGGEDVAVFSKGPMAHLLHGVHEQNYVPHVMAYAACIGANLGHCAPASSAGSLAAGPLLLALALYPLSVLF
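Control set: EDTA negative control, DMSO positive control / Assay system: human TNAP / Quantity: TNAP 1/800 final / Evaluation: TNAP activation factor scaled between EDTA and DMSO control wells / Measured by: luminescent substrate turnover signal / Compound dosing: one dose, 20 µM / Times: 30 min enzyme reaction at room temperature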
TNAP inh noacc – human TNAP enzyme inhibitors, primary screen, biochemical, luminescent, no phosphate acceptor, uHTS | Alkaline phosphatase, tissue-nonspecific isozyme (Homo sapiens), P05186 | purified TNAP, CDP-star luminescence, 30 min | inhibition, % at 20 µM | 0.26% of 200,000 active;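 active = tissue-nonspecific alkaline phosphatase inhibition above about 50% at 20 µM in the single-dose screen, limit read from the data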;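 also: 0% = DMSO negative control and 100% = EDTA positive control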
bIAP act – bovine intestinal alkaline phosphatase activators, primary screen, biochemical, bovine IAP, CDP-star luminescence | alkaline phosphatase, intestinal [Bos taurus] | purified bovine IAP, 30 min; hits give high values; fold of DMSO-control signal, blank-subtracted | activation factor at 20 µM | 0.17% of 200,000 active | AID 1016, 2008;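 active = activation factor of 2 or more at 20 µM, a signal rise over negative controls twice the positive control's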
TNAP inh hi DEA – human TNAP enzyme inhibitors, primary screen, biochemical, luminescent, high phosphate acceptor level, uHTS; inhibition, % at 20 µM; Alkaline phosphatase, tissue-nonspecific isozyme (Homo sapiens), P05186; purified TNAP, CDP-star luminescence, 1 M DEA; 0.03% of 200,000 active;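 active = over 50% inhibition of tissue-nonspecific alkaline phosphatase at 20 µM in the single-dose screen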;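 also: plate controls were DMSO wells for no effect and EDTA-quenched wells as full inhibition for full effect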
Diaph act CS – compounds boosting diaphorase resazurin reduction – biochemical, uHTS, resorufin fluorescence, counter-screen for diaphorase-coupled primary assays, primary screen; Diaphorase/resazurin coupled assay, 16 min; hits give high values; 1 = vehicle wells, 0 = NADH-free wells; activation factor at 20 µM; 0.005% of 190,000 active; AID 1229, 2008;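 active = diaphorase activity raised at least twofold by the compound at 20 µM; inactive = activation factor below 2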
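Assay system: bacterial diaphorase enzyme (C. kluyveri) / Input: enzyme 0.07 U/mL final / Medium: 50 mM HEPES pH 7.4 with 4.542 mM MgCl2, 0.005% Tween 20 / Doses: single compound dose of 20 µM, 1% DMSO final / Incubation: 16 min enzyme reaction, ambient temperature / Signal: fluorescence, excitation 544 nm and emission 590 nm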
PMI act satM6P – human PMI activators, high substrate, primary screen, biochemical, fluorescence intensity, near-saturating mannose 6-phosphate; Mannose-6-phosphate isomerase (Homo sapiens), P34949; AID 1216, 2008; 0.34% of 190,000 active; coupled PMI enzyme assay, resazurin fluorescence, 20 min; hits give high values; 1 = untreated enzyme, 0 = substrate-free blank; activation factor at 20 µM;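 active = activation factor of 2 or more at 20 µM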
Target sequence (P34949 whole entry, looked up): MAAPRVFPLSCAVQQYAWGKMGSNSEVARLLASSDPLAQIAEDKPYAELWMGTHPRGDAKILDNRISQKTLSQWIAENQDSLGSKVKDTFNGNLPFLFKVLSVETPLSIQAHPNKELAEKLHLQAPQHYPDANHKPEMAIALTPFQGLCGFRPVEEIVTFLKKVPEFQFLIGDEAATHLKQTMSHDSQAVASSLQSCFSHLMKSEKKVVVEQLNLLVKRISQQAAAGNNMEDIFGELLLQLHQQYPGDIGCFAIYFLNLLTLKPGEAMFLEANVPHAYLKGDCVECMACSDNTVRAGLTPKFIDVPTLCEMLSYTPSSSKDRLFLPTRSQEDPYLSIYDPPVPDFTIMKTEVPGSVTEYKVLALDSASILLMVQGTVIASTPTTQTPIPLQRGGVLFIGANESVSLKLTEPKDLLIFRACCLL
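Test system: human phosphomannose isomerase with PGI, G6PDH, diaphorase coupling enzymes; Amount: PMI at 15 ng/mL final; Reagent: Mannose-6-phosphate 1.0 mM (near-saturating) plus 0.22 mM NADP+; Timing: 20 min, room temperature; Technique: resorufin fluorescence at Ex 544/Em 590 nm; Dosing: 20 µM single dose.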
Diaphorase inh – diaphorase inhibitors and chemical oxidizers, primary screen, counter-screen for diaphorase-coupled primary assays, biochemical, uHTS, resorufin fluorescence. diaphorase resazurin-to-resorufin fluorescence, NADH, 16 min; bacterial (C. kluyveri) enzyme, not human. inhibition, % at 20 µM. 0.69% of 190,000 active. AID 1217, 2008;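 active = primary screen inhibition at 20 µM above a set limit, cut at about 50% in these data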;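 also: plate controls were DMSO with full reaction for no effect and wells lacking NADH for full effect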
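Detection: fluorescence of resorufin formed from resazurin, Ex 544/Em 590 nm; test system: Clostridium kluyveri diaphorase enzyme; amount: 0.14 U/mL diaphorase, enzyme working solution; times: 16-min room-temperature incubation before reading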
bIAP inh – bovine intestinal alkaline phosphatase inhibitors, primary screen, selectivity assay for TNAP inhibitor project, biochemical, bovine IAP, CDP-star luminescence. alkaline phosphatase, intestinal [Bos taurus]. purified bovine IAP, 30 min. 190,000 tested, under 10 active. inhibition, % at 20 µM;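 active = over 50% inhibition of intestinal alkaline phosphatase at 20 µM in the single-dose screen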
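System: purified bovine intestinal alkaline phosphatase (IAP) enzyme; Input: IAP diluted 1/65,000,000 in the well; Measured by: CDP-star luminescence signal; Compound dosing: 20 µM single dose; Incubation: 30 min reaction at room temperature.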
PMI activator – activators of human PMI, primary screen, biochemical, fluorescence intensity, near-Km mannose 6-phosphate; Mannose-6-phosphate isomerase (Homo sapiens), P34949; purified human PMI, coupled resazurin fluorescence, 20 min; hits give high values; 1 = vehicle control, 0 substrate-free wells; activation factor at 20 µM; 0.005% of 190,000 active; AID 1214, 2008;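 active = activation factor of 2 or more at 20 µM, relative to plate controls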
Active calls of the source: *.

Every second line gives: Diaph act CS	Diaphorase inh	bIAP act	bIAP inh	TNAP inh hi DEA	L major viab	TNAP inh noacc	PMI activator	PMI act satM6P	TNAP act hiacc
1: Cc1cccc(N2CCN(c3nnnn3-c3ccccc3)CC2C)c1 (stereo unspecified)
→ 0.8	17	0.9	10	-10	5	-26	1	1	1.1
2: CN(C)C(CNC(=O)C1CCCN(C(=O)c2ccc(Cl)cc2)C1)c1ccco1 (stereo unspecified)
→ 0.9	6	1.1	-10	-1	-3	-6	1.2	1.1	1
3: Cc1ccc2nc(NCCC(=O)O)nc(-c3ccccc3)c2c1
→ 0.8	16	1.1	-14	0	-4	-24	1.1	1.1	1
4: NC(=O)c1oc2ccccc2c1NC(=O)CN1CCCCC1
→ 1	3	0.9	5	-3	3	-6	1	1	1
5: CCCCOC(=O)Nc1cc(C(=O)OC)ccc1C(=O)OC
→ 0.9	8	0.9	9	3	-3	5	0.9	0.9	1
6: COCCCNC(=O)c1ccc2c(=O)n(Cc3ccc4c(c3)OCO4)c(=S)[nH]c2c1
→ 0.9	5	0.9	12	-2	-2	-9	1	1	1
7: CCCSc1nnc(CSc2nc3ccccc3s2)n1-c1ccccc1
→ 0.8	22	1	1	5	20	-1	0.9	0.9	1
8: Cc1ccc(CNC(=O)CS(=O)(=O)CC(=O)O)cc1
→ 0.8	23	1	1	-6	0	-12	0.9	1	1.1
9: CC(=O)N1C(C)(C)CC(=NOC(=O)c2ccccc2)CC1(C)C
→ 1	1	1	1	-3	-7	-2	1.1	1.1	1
10: COC(=O)c1ccc(/C=C/C(=O)c2cccc(OC)c2)cc1
→ 0.8	22	0.9	12	-6	5	0	0.8	0.9	1.1
11: Cc1cccn2c(=O)c(C=NCCO)c(NCc3ccco3)nc12
→ 0.9	6	0.8	15	1	14	-5	1	1	1
12: Cc1c(NC(=O)CCSCCc2ccccn2)cccc1[N+](=O)[O-]
→ 1	4	0.9	10	-3	4	0	1	1	1
13: COc1ccccc1CNC(=O)CN1CCC(n2cnc3cc(F)ccc32)CC1
→ 0.9	5	1	4	-3	0	-9	1.1	1.1	1
14: COc1ccc(NC(=O)CSc2nc(N)c3cc4c(nc3n2)CCCC4)c(OC)c1
→ 0.9	7	0.9	11	2	3	-7	1.1	1.1	1
15: Cc1n[nH]c(C)c1S(=O)(=O)N1CCC(C(=O)N2CCn3c2nc2ccccc23)CC1
→ 0.9	9	0.7	35	2	-3	45	1	1.1	1
16: Cc1cccc(NC(=O)CS(=O)(=O)Cc2ccccc2)n1
→ 1	4	1	2	-4	15	-7	0.9	1	1
17: Cc1ccc(N2C(=O)CC(C3CCCO3)C2=O)cc1 (stereo unspecified)
→ 0.9	5	0.9	10	-2	-5	2	1	1	1
18: CCOc1ccc(-n2c(=O)c3sccc3n(Cc3cccc([N+](=O)[O-])c3)c2=O)cc1
→ 1	4	1.3	-33	-6	-1	-9	0.9	1	1.1
19: Cc1cccc(-c2ncc(CN3CCCC(CO)(Cc4cccc(Cl)c4)C3)cn2)c1 (stereo unspecified)
→ 0.8	22	0.9	12	1	9	-1	0.8	0.8	1
20: CC1C/C(=N\NC(=O)CCc2ccc(S(=O)(=O)N3CCOCC3)cc2)CC(C)(C)C1 (stereo unspecified)
→ 0.8	15	0.9	5	-2	-4	-8	0.9	1	1
21: CCn1c2ccccc2c2cc(NC(=O)COC(=O)c3ccccc3Br)ccc21
→ 0.8	20	0.9	6	-3	-3	-6	0.8	0.9	1
22: COc1ccc(-n2c(=O)c3c4c(sc3n(CC(=O)NC3CCCC3)c2=O)CCCC4)c(OC)c1
→ 0.9	13	1.4	-35	3	3	2	1	1	1
23: Cc1cccc(C(=O)OC(C)CN2CCOCC2)c1 (stereo unspecified)
→ 1	2	1.1	-5	0	-8	-4	1.1	1	1
24: CCOC(=O)c1sc(NC(C)=O)c(C(=O)OCC)c1C
→ 0.9	12	0.9	5	3	-1	-4	0.9	0.9	1
25: CC1=Nc2cccc([N+](=O)[O-])c2NC(=O)C1
→ 0.9	12	1.1	-9	0	-6	-3	1.1	1.1	1
26: CC(=O)Nc1ccc2c(c1)nc(CCNC(=O)c1ccccc1)n2C
→ 0.8	15	0.8	15	0	5	-8	1	0.9	1
27: Cc1ccc2c(c1)c(N=NC(N)=S)c(O)n2Cc1ccccc1
→ 0.9	8	0.9	11	2	44	-8	1	0.9	1
28: CCOC(=O)c1[nH]c(C)c(C(=O)NCC2CCCO2)c1C (stereo unspecified)
→ 1.1	-14	0.9	6	-7	-8	-5	1	1.1	1.1
29: O=C(CC1SC(=NCC2CCCO2)NC1=O)Nc1cccc2ccccc12 (stereo unspecified)
→ 0.9	8	0.9	8	-6	47	-7	1	1.1	1.1
30: CC(=O)c1c(C)n([O-])c2cc(C)ccc2[n+]1=O
→ 0.9	15	1	3	-4	-7	-5	1	0.9	1

Nos. 1–8 from above:
Every second line gives: Diaph act CS	Diaphorase inh	bIAP act	bIAP inh	TNAP inh hi DEA	L major viab	TNAP inh noacc	PMI activator	PMI act satM6P	TNAP act hiacc
1: Cc1cccc(N2CCN(c3nnnn3-c3ccccc3)CC2C)c1 (stereo unspecified)
→ 0.8	17	0.9	10	-10	5	-26	1	1	1.1
2: CN(C)C(CNC(=O)C1CCCN(C(=O)c2ccc(Cl)cc2)C1)c1ccco1 (stereo unspecified)
→ 0.9	6	1.1	-10	-1	-3	-6	1.2	1.1	1
3: Cc1ccc2nc(NCCC(=O)O)nc(-c3ccccc3)c2c1
→ 0.8	16	1.1	-14	0	-4	-24	1.1	1.1	1
4: NC(=O)c1oc2ccccc2c1NC(=O)CN1CCCCC1
→ 1	3	0.9	5	-3	3	-6	1	1	1
5: CCCCOC(=O)Nc1cc(C(=O)OC)ccc1C(=O)OC
→ 0.9	8	0.9	9	3	-3	5	0.9	0.9	1
6: COCCCNC(=O)c1ccc2c(=O)n(Cc3ccc4c(c3)OCO4)c(=S)[nH]c2c1
→ 0.9	5	0.9	12	-2	-2	-9	1	1	1
7: CCCSc1nnc(CSc2nc3ccccc3s2)n1-c1ccccc1
→ 0.8	22	1	1	5	20	-1	0.9	0.9	1
8: Cc1ccc(CNC(=O)CS(=O)(=O)CC(=O)O)cc1
→ 0.8	23	1	1	-6	0	-12	0.9	1	1.1

Other compounds follow.
Every second line gives: Diaph act CS	Diaphorase inh	bIAP act	bIAP inh	TNAP inh hi DEA	L major viab	TNAP inh noacc	PMI activator	PMI act satM6P	TNAP act hiacc
31: O=C(Nc1ncc(Cc2ccccc2)s1)c1cccs1
→ 0.8	24	0.9	10	-10	6	-13	0.9	0.9	1.1
32: COc1ccc(Cl)cc1NC(=O)C(C)Sc1nncn1C (stereo unspecified)
→ 0.9	13	0.9	13	-3	-5	-8	1	1	1
33: O=S(=O)(c1cc(Cl)ccc1Cl)N1CC2CCCN2c2ccc(C(F)(F)F)cc21 (stereo unspecified)
→ 1	3	0.8	20	5	20	-3	0.9	0.9	0.9
34: O=C1S/C(=C\c2ccccn2)C(=O)N1Cc1ccccc1F
→ 0.9	10	1	2	-3	-10	-6	1	1	1
35: Cc1ccc(-c2cc(C(=O)N(C)Cc3cnn(C)c3C)c3cc(Br)ccc3n2)cc1
→ 0.8	15	1	3	-2	5	-10	0.9	1	1
36: CN1CC2([N+](=O)[O-])CC=C(OCCO)C([N+](=O)[O-])(C1)C2 (stereo unspecified)
→ 0.9	6	1.4	-35	2	-7	-4	1.1	1	1
37: CCOC(=O)c1ccc(N2C(=O)C3CC=CCC3C2=O)cc1 (stereo unspecified)
→ 0.8	16	0.9	7	-4	-2	-15	0.9	0.9	1
38: CCN1C(=O)c2cccc3c(NC(=O)c4ccccc4)ccc1c23
→ 0.9	13	0.9	8	-2	91*	-4	1	0.7	1
39: O=C(NCc1ccco1)c1cc2sccc2n1Cc1ccccc1
→ 0.9	15	0.9	10	-3	11	-10	1.1	1.1	1
40: COc1ccc2cc(CCNC(=O)C3CCCC3)c(=O)[nH]c2c1
→ 0.9	8	0.9	6	-4	-8	-14	1	1	1
41: Cc1cc(=O)[nH]c(SCC(=O)Nc2ccc(Cl)cn2)n1
→ 0.9	6	0.9	8	-7	-4	-18	1	1.1	1.1
42: CCOc1cc(N2CCOCC2)c(OCC)cc1NC(=O)C1=NN(c2cccc(C)c2)C(=O)CC1
→ 0.6	36	0.9	10	-3	14	-6	1	0.8	1
43: CC(C)C(=O)NC(=S)N1CCc2ccccc21
→ 1	-3	0.9	7	2	-4	-9	1.1	1	1
44: Cn1c(SCC2CCCO2)nnc1-c1ccncc1 (stereo unspecified)
→ 1	-2	1	0	-6	-7	-13	1	1.1	1.1
45: O=C(CCNS(=O)(=O)c1ccc(Br)s1)NCc1ccc(F)cc1
→ 0.9	8	1.1	-13	-4	-2	0	1	1	1
46: COc1ccc2nc3oc(C(=O)NC4CCN(Cc5ccccc5)CC4)cc3cc2c1
→ 1.1	-5	1.1	-9	3	100*	5	1	0.9	1
47: Cc1sc2ncnc(NC3CCN(Cc4ccccc4)CC3)c2c1C
→ 0.9	6	1	-3	-3	38	-7	1	1	1
48: O=C(NCCCN1CCOCC1)c1ccc(CS(=O)(=O)c2cccc(C(F)(F)F)c2)o1
→ 0.9	7	1	-2	3	-6	-2	1	0.9	1
49: Cc1cc(=O)oc2cc(OCC(=O)OCC(=O)NC(=O)NC(C)C)ccc12
→ 0.9	9	1.1	-6	-8	-6	-17	1	0.9	1.1
50: CN(C)C(=O)CSc1cccc2cccnc12
→ 0.9	11	0.9	8	-4	100*	-14	1	1	1
51: COc1ccc(-c2nn(C)c(=O)c3ccccc23)cc1CNS(C)(=O)=O
→ 0.9	6	1	5	4	-3	-3	0.9	0.9	1
52: COc1ccc(-c2nc3c(=O)n(C)c(=O)[nH]c3n2CCc2ccccc2)cc1
→ 0.9	8	0.9	7	-1	-8	-8	1	0.9	1
53: COC(c1ccccc1)c1nnc(CCC(=O)NC2C3CC4CC(C3)CC2C4)o1 (stereo unspecified)
→ 1	2	1.1	-6	-5	-2	-10	1	1	1
